NCI-60 one-dose screen, 48 h, at 10 µM unless noted. Numbers give growth in % (100 = growth as untreated, 0 = no growth, -100 = all killed).
SW-620 = SW-620 colon cancer; actives 5.2% (n = 82,000); AID 1794795
SNB-75 = SNB-75 CNS cancer; actives 5% (n = 79,000); AID 1794750
PC-3 = PC-3 prostate cancer cells | AID 1794754 | actives 3.9% (n = 80,000)
SNB-19 = SNB-19 CNS cancer cells | actives 2.5% (n = 81,000) | AID 1794751
HT29 = HT29 colon cancer. actives 7.4% (n = 81,000). AID 1794748
DU-145 = DU-145 prostate cancer. actives 4.2% (n = 81,000)
SF-539 = SF-539 CNS cancer. AID 1794752. actives 6.8% (n = 81,000)
KM12 = KM12 colon cancer cells; actives 5% (n = 82,000); AID 1794800
HCC-2998 = HCC-2998 colon cancer; actives 4.7% (n = 79,000); AID 1794799
* hit, by the source's call; nt = not tested or not shown; & = joins results of further samples. The calls were made as follows: active = growth percent below 10; inactive = the rest.

Value order: SW-620	SNB-75	PC-3	SNB-19	HT29	DU-145	SF-539	KM12	HCC-2998
C/C=C\C1(/C=C/C)C(=O)OC(=O)C1(/C=C/C)/C=C/C (centres undefined)
 : 107	106	98	106	105	122	113	110	103
Cc1ccc(NC(=O)c2cc(/C=C/C(=O)NO)cc(C(F)(F)F)c2)cc1Nc1nccc(-c2cccnc2)n1
 : -39*	-5.8*	19	0.0*	7.3*	14	-15*	16	0.0*
CCOc1cc2c(cc1OCC)C(c1cc(Cl)c(O)c(OCC)c1)NCC2 (centres undefined)
 : 104	101	101	103	97	118	104	91	99
Cc1cccc(C)c1N1CCN(CC(O)COc2ccc3c(C)cc(=O)oc3c2)CC1 (centres undefined)
 : 95	79	48	98	88	93	103	90	100
c1ccc(SSc2ccccc2)cc1
 : 91&102	77&90	96&83	97&100	107&98	113&109	98&105	105&102	99&108
Nc1ccc2c(c1)/C(=N/O)c1ccccc1-2
 : 113	117	104	111	103	106	112	113	105
O=C(/C=C/C12c3ccccc3C(c3ccccc31)C1C(=O)NC(=O)C12)c1ccc(Cl)cc1 (centres undefined)
 : -3.9*	8.4*	22	17	7.1*	9.0*	-34*	-37*	-67*
CC(C)(C)NC(=O)C(c1ccccc1)N(Cc1ccco1)C(=O)CNC(=O)OC(C)(C)C (centres undefined)
 : 109	114	92	104	123	105	96	125	120
COc1ccc(C(=O)C2C(c3ccc(Br)cc3)CN(C)C23C(=O)c2ccccc2C3=O)cc1 (centres undefined)
 : 96	75	84	92	110	109	109	99	99
CC(N)C(=O)NC(C(=O)NC1C(O)OC(CO)C(O)C1O)C(C)C (centres undefined)
 : 113	104	101	101	94	107	97	116	94
COC(OC)C1(CCc2ccccc2)NC(=O)NC1=O (centres undefined)
 : 112	91	105	nt	101	116	98	113	101
CCN(c1ccccc1)c1nc(Cl)nc2c1cnn2C
 : 104	81	91	100	89	106	91	99	83
COC1OCC(O)C(OC(=O)c2ccccc2)C1OC(=O)c1ccccc1 (centres undefined)
 : 109	95	95	98	108	110	90	115	105
COc1cc(-c2cc(-c3nc4ccccc4[nH]3)[nH]n2)cc(OC)c1OC
 : 59	52	5.5*	87	69	50	75	27	71
COc1ccc(-c2nc3c(ncc4ccc(-c5ccccc5)nc43)s2)cc1
 : 108	99	79	103	98	105	101	91	112
O=C(O)[C@H](O)[C@@H](O)C(=O)O
 : 114	nt	94	nt	104	130	nt	119	103
O=C(/C=C/CN1CCOCC1)Nc1cc2c(Nc3cccc(Cl)c3F)ncnc2cc1OCCOC(F)F
 : 91	63	59	82	66	50	81	90	86
O=C1OC2(c3ccccc31)c1ccc(O)c(O)c1Oc1c2ccc(O)c1O
 : 113&105	88&101	89&81	108&110	116&102	119&116	125&108	113&104	109&104
O=C(O)C(Cl)C(Cl)c1ccccc1Cl (centres undefined)
 : 112	89	108	114	109	121	96	113	101
CCCCCNC(C)COC(=O)c1ccc(N)cc1 (centres undefined)
 : 98	106	95	96	99	113	105	107	99
O=C(NN1CCCCC1)NN1CCCCC1
 : 108	85	101	102	100	nt	105	nt	102
CC(C)c1ccc(C2OCC(C)([N+](=O)[O-])CO2)cc1 (centres undefined)
 : 104	105	nt	107	116	119	108	102	101
CC(CCC1CCCO1)OC(=O)CCCCCCCC(=O)OC(C)CCC1CCCO1 (centres undefined)
 : 108	106	101	nt	103	106	101	105	124
Brc1ccccc1Cn1c(-c2cncs2)nc2ccccc21
 : 88	53	57	85	81	98	89	77	92
COc1ccc(NC(=O)c2ccc(Nc3ncnc4c3cnn4-c3cccc(F)c3)cc2)cc1
 : 103	94	96	95	104	103	96	100	107
CCCCCCCCCCCCc1ccc(O)c(CN(C)C)c1
 : 100	81	78	93	69	127	103	107	60
O=C(CN1C(=O)C(=O)c2ccccc21)NC1=Nc2ccccc2C(=O)NN1
 : 105	97	93	101	97	112	89	117	93
COC(=O)C1(C)CCC[C@]2(C)[C@H]3C[C@H]4C(C(C)C)=C[C@]3(CC[C@@H]12)[C@H]1[C@@H]4[C@@H](OCC#CCN2CCOCC2)CC[C@@H]1OCC#CCN1CCOCC1 (some centres undefined)
 : 95	93	54	79	78	96	86	93	97
COc1ccc(Cn2cc3c(c2-c2ccc(OC(C)=O)cc2)CCc2cnoc2-3)cc1
 : 93	89	79	98	90	105	91	91	100
Cc1ccc(-c2csc(C3=C(O)CN(CCCO)C3=N)n2)cc1
 : 96	94	71	87	93	94	89	122	98
N#CCCCOc1ccccc1
 : 104	94	103	102	111	116	106	114	nt
Cn1ccc2cc(OCc3ccccc3)ccc21
 : 107	96	98	97	93	99	101	110	100
O=c1[nH]c(O)c(/C=N/C(=S)Nc2ccccc2)c(=O)[nH]1
 : 109	100	96	111	90	101	94	99	103
CCOC(=O)Nc1ccc2nc(N3CCCCCC3)sc2c1
 : 25	-8.8*	25	34	6.5*	22	-1.3*	22	50
O=C1c2ccccc2C(=O)c2c(S)cccc21
 : 106	91	98	96	99	103	97	99	95
CC1CC(=O)OC(C)(C)C1 (centres undefined)
 : 109	83	99	105	100	114	98	109	102
CCCCN(CCCC)C(=O)CC(C)(O)c1ccccc1 (centres undefined)
 : 99	89	100	106	98	100	105	102	102
COc1ccc([C@H]2[C@H](C(=O)Nc3cccc(C)n3)c3ccccc3C(=O)N2c2ccc(Oc3ccccc3)cc2)cc1
 : 83	83	nt	80	66	98	100	91	106
CCCCc1c(CCC)c(=N)c2ccccc2n1C
 : 59	97	77	111	27	80	74	77	107
N#Cc1c2c(nn(-c3cccc(Cl)c3)c1=O)C(O)=C([N+](=O)[O-])C(c1ccoc1)C2 (centres undefined)
 : 96	106	83	94	105	74	105	79	102

3 structures out of the list, arranged by number of heavy atoms, largest number first.
Value order: SW-620	SNB-75	PC-3	SNB-19	HT29	DU-145	SF-539	KM12	HCC-2998
N#Cc1c2c(nn(-c3cccc(Cl)c3)c1=O)C(O)=C([N+](=O)[O-])C(c1ccoc1)C2 (centres undefined)
 : 96	106	83	94	105	74	105	79	102
CC(C)c1ccc(C2OCC(C)([N+](=O)[O-])CO2)cc1 (centres undefined)
 : 104	105	nt	107	116	119	108	102	101
N#CCCCOc1ccccc1
 : 104	94	103	102	111	116	106	114	nt

New compounds follow:
| structure | SW-620 | SNB-75 | PC-3 | SNB-19 | HT29 | DU-145 | SF-539 | KM12 | HCC-2998 |
| --- | --- | --- | --- | --- | --- | --- | --- | --- | --- |
| COc1cc(/C=C2\C(=O)Nc3ccccc32)ccc1OCc1ccccc1 | 90 | 101 | 94 | 99 | 102 | 100 | 99 | 100 | 119 |
| CCOC(=O)c1ccc2c(c1)nc(/C=C/c1ccc(Cl)cc1)c(=O)n2-c1cc(C(C)(C)C)[nH]n1 | 90 | nt | 75 | 92 | 80 | 69 | 60 | 67 | 98 |
| O=C(c1ccc(O)cc1)C1[C@H](c2ccc(Br)cc2)[C@@H](c2ccccc2)NC12C(=O)Nc1ccc(Cl)cc12 (some centres undefined) | 92 | 68 | 89 | 91 | 88 | 101 | 94 | 94 | 100 |
| CCOC(=O)CO | 110 | 94 | 101 | 105 | 107 | 120 | 119 | 109 | 103 |
| N#Cc1c(-c2ccccc2)nc2c(N=Nc3ccc(S(N)(=O)=O)cc3)c(N)nn2c1N | 107 | 88 | 85 | 92 | 97 | 100 | 84 | 50 | 104 |
| CCOc1ccc(OC(=O)c2ccc(O)cc2)cc1 | 111 | 105 | 91 | 99 | 99 | 108 | 105 | 99 | 106 |
| [O-][n+]1onc(-c2ccccc2)c1CNc1ccc(Nc2nc(C(F)(F)F)nc3c2cnn3-c2ccc(Br)cc2)cc1 | 85 | nt | 48 | 79 | 44 | 71 | 68 | 41 | 75 |
| COc1cc(/C=C/C(=O)c2cccc(-n3cc(-c4cc(OC)c(OC)c(OC)c4)[nH]c3=O)c2)cc(OC)c1OC | -47* | 45 | 9.9* | 57 | nt | 12 | -86* | -83* | 23 |
| CSc1n[nH]c(-c2cccs2)n1 | 121 | 79 | 98 | 106 | 109 | 127 | 99 | 130 | 109 |
| O=C(O)C(C(=O)O)C1CCCC1 | 105 | 99 | 98 | 112 | 106 | 102 | 110 | 118 | 104 |
| COc1ccc(C2c3cc(OC)c(OC)cc3CC3C(=O)OCC32)cc1OC (centres undefined) | 109 | 82 | 96 | 101 | 101 | 122 | 112 | 110 | nt |
| COc1ccc(C(c2cc(OC)c(OC)c(OC)c2)N2CCCCC2)cc1 (centres undefined) | 14 | 27 | 25 | 30 | 7.9* | 64 | 28 | 30 | 80 |
| CCCCOC(=O)/C=C\C(=O)OCCCC | 104 | 96 | 99 | 108 | 108 | 102 | 95 | 104 | 97 |
| COc1ccc(/C=C/C(=O)c2ccc(NC(=O)CSc3nnc(-c4ccc(-c5nc6ccccc6[nH]5)cc4)o3)cc2)cc1 | 108 | 99 | 86 | 99 | 106 | 87 | 92 | 86 | 103 |
| O=C(COc1ccccc1)c1ccccc1 | 101 | 95 | 99 | 97 | 105 | 98 | 104 | 94 | nt |
| CCC(O)C(CC(C)N(C)C)c1ccccc1 (centres undefined) | 105 | 82 | 90 | 102 | 91 | 111 | 100 | 99 | 105 |
| O=C(NNC(=O)N1c2ccccc2C=Cc2ccccc21)c1ccc([N+](=O)[O-])cc1 | 100 | nt | 95 | 97 | 109 | 107 | 97 | 103 | 110 |
| CCC(N)CCc1ccc(O)cc1 (centres undefined) | 104 | 88 | 97 | 103 | 101 | 104 | 97 | 108 | 97 |
| O=C(NNC(=O)c1ccncc1)OCCOCCOC(=O)NNC(=O)c1ccncc1 | 103 | 89 | 93 | nt | 93 | 113 | 123 | 100 | 105 |
| O=c1c2ccccc2oc2ccc(OCCCCCCN3CCCCCC3)cc12 | 24 | 89 | 34 | 58 | 8.1* | 66 | 55 | 29 | 63 |
| Clc1ccc2nc(Nc3cccc(Oc4ccccc4)c3)[nH]c2c1 | 103 | 78 | 92 | 91 | 99 | 132 | 96 | 107 | 100 |
| Cc1ccc(C2=Nc3c(N)nc(N)nc3NC(c3cccc(Nc4ccnc5cc(C(F)(F)F)ccc45)c3)C2)cc1 (centres undefined) | 19 | 7.6* | 16 | 34 | 1.9* | 47 | 40 | 15 | 35 |
| CC(C)CSc1nc(N)nc2c1ncn2C1OC(CO)C(O)C1O (centres undefined) | 94 | 101 | nt | 104 | 103 | 115 | 95 | 97 | 102 |
| O=S(=O)(c1ccc(-c2cnc(C3CC3)o2)cc1)N1CCOCC1 | 95 | 88 | 88 | 90 | 102 | 96 | 93 | 91 | 97 |
| Cc1cc(C)nc(NS(=O)(=O)c2ccc(N/C(N)=N/c3nccc(-c4cccnc4)n3)cc2)n1 | 95 | 85 | 95 | 98 | 107 | 108 | 100 | 104 | 108 |
| CC(C)(C#N)c1cc(F)cc(C(=O)Nc2cc(Nc3ncccc3-c3ncnc4nc[nH]c34)ccc2F)c1 | 29 | 79 | 54 | 58 | 10 | 56 | 21 | 36 | 27 |
| C/C=C1/CN2CCc3c([nH]c4ccccc34)C2CC1C(Cc1c[n+]2c(c3[nH]c4ccccc4c13)CC1C(C(=O)OC)=COC(C)C1C2)C(=O)OC (centres undefined) | 101 | 83 | 97 | 103 | 104 | 115 | 103 | 99 | 101 |
| c1ccc2c3c(ccc2c1)Sc1ccc2ccccc2c1N3 | 107 | 104 | 61 | nt | 109 | 95 | 111 | 103 | 107 |
| O=C(Nc1ncccc1OCc1cccc(Cl)c1)NC12CC3CC(CC(C3)C1)C2 | 99 | 90 | 84 | 96 | 73 | 89 | 93 | 90 | 103 |
| CC(=O)OC(C)(C)C#CC(C)(C)OC(C)=O | 102 | 109 | 97 | 104 | 105 | 116 | 93 | 107 | 111 |
| O=c1[nH][nH]c(=O)c(Cl)c1Cl | 109&108 | 90&92 | 96 | 106&108 | 107&104 | 106&116 | 107&97 | 107&112 | 120&97 |
| Cc1cccc(C(=O)c2cccc(Cl)c2)c1O | 104 | 83 | 93 | 104 | 110 | 103 | 100 | 104 | 110 |
| N#Cc1c(N)n(CCNC(=O)c2ccccc2)c2nc3ccccc3nc12 | 123 | 116 | nt | 119 | 104 | 134 | 121 | 114 | 97 |
| COc1ccc(-c2nc(SCc3nc4ccccc4[nH]3)nc(Nc3ccc([N+](=O)[O-])cc3)c2C#N)cc1 | 103 | 104 | 84 | 95 | 96 | 104 | 101 | 101 | 114 |
| Cc1nc2ccccc2n1CC1NC(=O)NC1=O (centres undefined) | 98 | 79 | 96 | 98 | 105 | 110 | 99 | 102 | 115 |
| CCOC(=O)Nc1cccc([N+](=O)[O-])c1 | 104 | 53 | 75 | nt | 89 | 105 | 108 | 98 | 100 |
| COc1ccc2nc(-c3ccc(-n4c(=O)c5cccnc5n(-c5ccc(Cl)cc5)c4=O)cc3)sc2c1 | 99 | 98 | 84 | 103 | 93 | 112 | 103 | 103 | 103 |
| COc1cc(-c2nc(SCCCCC(=O)NO)[nH]c(=O)c2C#N)cc(OC)c1OC | 119 | 122 | 55 | 101 | 116 | 107 | 78 | 22 | 106 |
| Cc1cccc(C)c1NC(=S)/N=C\c1c(O)[nH]c(=O)[nH]c1=O | 105 | 85 | 96 | 103 | 96 | 111 | 112 | 103 | 102 |
| COc1c(N2CC3CCCNC3C2)c(F)cc2c(=O)c(C(=O)NN)cn(C3CC3)c12 (centres undefined) | 101 | 94 | 97 | 104 | 119 | 113 | 103 | 101 | 119 |
| CC(=O)Nc1cc(Cl)ccc1Cl | 105 | 114 | nt | 117 | 114 | 112 | 103 | 107 | 102 |
| CCOC(=O)c1cn2c3c(cc(F)cc3c1=O)C(CC)c1ccccc1C2 (centres undefined) | 107 | 92 | 82 | 103 | 96 | 104 | 98 | 102 | 94 |
| Nc1cc(N)c(N)cc1N | 7.1* | 57 | 93 | 84 | 82 | 109 | -3.2* | 80 | 101 |
| CC(=O)O[C@H]1CC[C@]2(C)[C@H]3CC=C4[C@@H]5[C@@H](C)[C@H](C)CC[C@]5(C(=O)OCC(COC(=O)C(Cl)Cl)(COC(=O)C(Cl)Cl)NC(=O)C(Cl)Cl)CC[C@@]4(C)[C@]3(C)CC[C@H]2C1(C)C | 67 | 85 | 23 | 82 | 36 | 64 | 80 | 55 | 86 |

Assay outcomes from PubChem BioAssay.
